Rin1-Abl PPI inh: inhibitors of human Rin1-Abl protein interaction | P00519+Q13671 | TR-FRET Rin1/Abl binding, biochemical | inhibition, % at 7.35 µM | actives 0.4% (n = 360,000); in the data active = inhibition above about 5%, passing the limit was not always enough
E coli Lon inh: E. coli protease La inhibition; purified E. coli Lon protease, fluorescence polarization; inhibition, % at 7.94 µM; actives 0.42% (n = 360,000); P0A9M0; in the data active = inhibition above about 13%, passing the limit was not always enough;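 note: 0% = enzyme with probe and DMSO and 100% = no enzyme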
CendR NRP1 mod: NRP-1/CendR interaction modulation; inhibition, % at 25 µM; O14786; FAM-RPARPAR peptide binding to NRP-1, fluorescence polarization; actives 0.85% (n = 360,000);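 active = inhibition or corrected inhibition above about 18%, plus a signal ratio from 0.5 to 1.5, limit read from the data, passing the limit was not always enough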; note: strong numbers were not always called active
Target sequence (O14786 whole entry, looked up): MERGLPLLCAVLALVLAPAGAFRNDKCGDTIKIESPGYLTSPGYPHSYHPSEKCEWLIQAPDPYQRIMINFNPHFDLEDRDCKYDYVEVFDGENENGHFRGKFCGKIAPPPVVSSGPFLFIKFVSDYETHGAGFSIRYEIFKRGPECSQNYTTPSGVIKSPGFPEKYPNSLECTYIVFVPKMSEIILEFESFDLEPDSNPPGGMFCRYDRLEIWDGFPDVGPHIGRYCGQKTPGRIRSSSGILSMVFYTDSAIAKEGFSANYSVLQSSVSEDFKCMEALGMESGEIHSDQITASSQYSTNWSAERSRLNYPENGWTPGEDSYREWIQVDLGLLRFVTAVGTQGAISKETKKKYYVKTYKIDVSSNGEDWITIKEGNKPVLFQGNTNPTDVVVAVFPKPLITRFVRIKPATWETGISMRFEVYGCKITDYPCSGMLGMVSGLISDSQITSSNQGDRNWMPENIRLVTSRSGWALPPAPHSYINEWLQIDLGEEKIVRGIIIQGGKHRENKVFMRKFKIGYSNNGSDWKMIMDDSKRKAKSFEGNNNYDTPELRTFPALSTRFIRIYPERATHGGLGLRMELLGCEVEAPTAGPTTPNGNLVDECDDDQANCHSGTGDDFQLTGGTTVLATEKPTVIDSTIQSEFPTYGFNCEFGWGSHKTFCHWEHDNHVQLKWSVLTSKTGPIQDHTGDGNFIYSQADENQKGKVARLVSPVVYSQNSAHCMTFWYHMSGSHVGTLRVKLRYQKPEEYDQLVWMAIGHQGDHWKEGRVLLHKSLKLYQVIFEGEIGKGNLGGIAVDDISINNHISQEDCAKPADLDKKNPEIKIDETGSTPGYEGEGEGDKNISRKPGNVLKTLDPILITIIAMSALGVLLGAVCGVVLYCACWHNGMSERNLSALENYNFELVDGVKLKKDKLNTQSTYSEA
MT1-MMP act inh: inhibitors of human MT1-MMP activation | HT1080 RFP-PRO-GFP cells, GFP/RFP ratio fluorescence, overnight; percent of plate control window, DMSO zero | GFP/RFP ratio change, % at 20 µM | actives 0.061% (n = 360,000);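 active = GFP/RFP ratio change of at least 30% with cell ATP level not reduced by more than half and red fluorescence within 50% of control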; note: strong numbers were not always called active
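Compound: 20 µM single dose, 1% DMSO / System: HT1080 RFP-PRO-GFP cells / Controls: DMSO and RFP-L50D-GFP cell wells / Read-out basis: GFP/RFP fluorescence ratio / Schedule: overnight compound exposure at 37 °C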
bovine MsrA act: activators of bovine methionine sulfoxide reductase A. purified bovine MsrA, absorbance read-out. activation, % at 10.6 µM. actives 0.3% (n = 360,000); in the data active = activation above about 7.5%;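 note: 0% = vehicle and 100% = reference activator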
MsrA inh: inhibitors of bovine MsrA; actives 0.75% (n = 360,000); purified bovine MsrA, absorbance read-out; inhibition, % at 15.5 µM; AID 651718; in the data active = inhibition above about 4.5%;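 note: 0% = vehicle wells with enzyme and 100% = reference inhibitor wells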
SKN-1 inh: blocks SKN-1 activity in C. elegans; C. elegans VP596 Pgst-4::GFP/RFP ratio, acrylamide-induced, 24 h; inhibition, % at 21.8 µM; actives 0.49% (n = 360,000);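 active = interference check ratio from 0.5 to 1.5 plus GFP to RFP signal ratio inhibition reaching or exceeding a fixed threshold, cut at about 30% in these data, passing the limit was not always enough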; note: some compounds called inactive have numbers as strong as hits
Neddyl block: blocks human cullin neddylation; P61081+Q13564; calls only at 25 µM; actives 0.58% (n = 360,000); TR-FRET cullin neddylation, biochemical; in the data active = inhibition above about 36%
FAS TE block: inhibitors of human fatty acid synthase thioesterase domain; P49327; recombinant FAS-TE, OMFH fluorogenic substrate, fluorescence endpoint; inhibition, % at 15 µM; actives 0.67% (n = 360,000);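 active = compounds whose normalised, plate-corrected inhibition of enzyme fluorescence in the single-dose primary screen is 50% or more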;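 note: 0% = DMSO with enzyme and 100% = substrate without enzyme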
The depositor's hits bear a star; i = inactive; · = no result given.

SMILES | Rin1-Abl PPI inh | E coli Lon inh | CendR NRP1 mod | MT1-MMP act inh | bovine MsrA act | MsrA inh | SKN-1 inh | Neddyl block | FAS TE block
O=C(c1ccco1)N(CCC(c1ccccc1)c1ccco1)Cc1ccco1 (centres undefined) | 4 | -18 | -72 | -8 | -7 | -0.2 | 6 | i | 6
N#Cc1cccc(NC(=O)COC(=O)Cn2nc(-c3ccccc3)oc2=O)c1 | 2 | 0 | 14 | -3 | -8 | 1.1 | 5 | i | -9
O=C(/C=C/c1ccccc1)Nc1cccnc1Cl | -2 | -5 | 6 | 0 | -2 | 0.1 | -1 | i | -1
CCOC(=O)[C@@H]1[C@H]2COc3cc(OC)ccc3[C@@H]2N2C(=O)N(c3ccc(F)cc3)C(=O)[C@]12C | 3 | 8 | -7 | -8 | -8 | -1.7 | -8 | i | 16
CC(=O)OC(C(=O)NC1CCCCC1)c1cccc(F)c1 (centres undefined) | 3 | -3 | -4 | 0 | -4 | 0.1 | 4 | i | -5
Cc1ccnc(SCc2cn3c(C)cc(C)nc3n2)n1 | 2 | 0 | 0 | -1 | -3 | 0.5 | -3 | · | -6
COc1cccc(C2=CC(c3ccccc3)n3nnnc3N2)c1 (centres undefined) | 1 | -5 | 0 | -44 | -2 | -0.6 | -3 | i | 8
O=C(Nc1ccccc1)c1ccc(N2CCN(c3ccccc3)CC2)c(S(=O)(=O)N2CCOCC2)c1 | 0 | 0 | -7 | 5 | -4 | -0.9 | -6 | i | 56*
O=C(CS(=O)CC(=O)N(CC(=O)NC1CCCC1)c1ccccc1F)Nc1ccc(F)cc1 (centres undefined) | 0 | 9 | -4 | 0 | -1 | -0.3 | -1 | i | 0
Cc1cc(/C=C2/NC(=O)N(c3ccccc3)C2=O)c(C)n1-c1cccnc1 | -2 | 3 | 6 | -3 | -5 | 3.4 | 12 | i | 0
O=C(CSc1ccsc1[N+](=O)[O-])NC1CCCC1 | -6 | -1 | -2 | 3 | -11 | 1.7 | 4 | i | 3
Cc1nc(C(=O)NCC(=O)c2ccc(Cl)cc2)c(C(F)(F)F)o1 | -1 | -4 | -11 | 0 | 0 | -0.2 | 14 | i | 1
O=C(NCCc1cccs1)c1ccc(CS(=O)Cc2cccc(Cl)c2)o1 (centres undefined) | -1 | -1 | -11 | 2 | -1 | -0.9 | 3 | i | -2
CC(O)c1cccc(-c2ccc(CN3C[C@]4(CO)O[C@@H](CO)C[C@@H]4S3(=O)=O)cc2)c1 (some centres undefined) | 0 | -1 | -1 | 3 | -4 | -0.5 | 2 | i | -3
COc1ccccc1CNC(=O)COC(=O)c1ccc(-n2cnnn2)cc1 | 1 | 2 | -1 | 2 | -6 | -0.8 | -4 | i | -5

Pulled by compound from above, 3 records:
SMILES | Rin1-Abl PPI inh | E coli Lon inh | CendR NRP1 mod | MT1-MMP act inh | bovine MsrA act | MsrA inh | SKN-1 inh | Neddyl block | FAS TE block
O=C(NCCc1cccs1)c1ccc(CS(=O)Cc2cccc(Cl)c2)o1 (centres undefined) | -1 | -1 | -11 | 2 | -1 | -0.9 | 3 | i | -2
CC(=O)OC(C(=O)NC1CCCCC1)c1cccc(F)c1 (centres undefined) | 3 | -3 | -4 | 0 | -4 | 0.1 | 4 | i | -5
O=C(CS(=O)CC(=O)N(CC(=O)NC1CCCC1)c1ccccc1F)Nc1ccc(F)cc1 (centres undefined) | 0 | 9 | -4 | 0 | -1 | -0.3 | -1 | i | 0

(more compounds)
SMILES | Rin1-Abl PPI inh | E coli Lon inh | CendR NRP1 mod | MT1-MMP act inh | bovine MsrA act | MsrA inh | SKN-1 inh | Neddyl block | FAS TE block
COc1cccc(OCC(=O)Nc2c3c(nn2-c2ccc(F)cc2)CS(=O)(=O)C3)c1 | 4 | 1 | 11 | -1 | -2 | 0.5 | -13 | i | -4
CC1CN(C(=O)c2cc3cc(Cl)cc(Cl)c3oc2=O)CC(C)O1 (centres undefined) | -4 | 6 | 1 | -4 | -2 | 0.9 | 4 | i | -1
CC12C(=O)N(n3cnnc3)C(=O)C1C1C=CC2C1 (centres undefined) | 1 | -4 | -1 | 10 | -3 | -0.8 | -13 | i | -3
COc1ccc(OCc2cc(C(=O)N[C@H]3CCCCNC3=O)no2)c(Cl)c1 | 1 | -15 | -10 | -1 | 0 | -0.1 | 14 | i | 0
COC(=O)C1CCN(Cc2cc(=O)oc3cc(C)c(Cl)cc23)CC1 | 2 | -5 | 4 | -1 | -2 | -0.1 | 13 | i | 10
O=C(NCc1nnnn1-c1ccc(F)cc1)c1cc2ccccc2o1 | -1 | -5 | -12 | -2 | -2 | 1.1 | 8 | i | -3
Cc1ccc(S(=O)(=O)N2CCCC2C(=O)Nc2nccs2)cc1 (centres undefined) | -1 | -4 | -9 | 1 | -8 | 1.1 | 2 | i | -6
CC(C)NS(=O)(=O)c1ccc(OCC(=O)NCc2ccco2)cc1 | 4 | -10 | -4 | 2 | -9 | 0.5 | -15 | i | -6
O=C(O)CSCCc1ccccn1 | -5 | -6 | 3 | 22 | -2 | -0.4 | 18 | i | -7
O=C(CSc1ncccn1)NC(=O)c1ccccc1 | 3 | 3 | -3 | 1 | -2 | 1.1 | -10 | i | -3
Cn1c(N/N=C2\CCCc3ccccc32)nc2c1c(=O)n(Cc1ccc(F)cc1)c(=O)n2C | 3 | 5 | 10 | 9 | -10 | -1.2 | -11 | · | 4
COc1ccc(-c2cc(=O)c3cc(F)ccc3[nH]2)cc1 | 1 | -12 | -5 | 3 | -1 | 0.1 | -12 | i | -12
CCOC(=O)CC1C(=O)NCCN1C(=O)c1cc2c(=O)n3cccc(C)c3nc2s1 (centres undefined) | -8 | -8 | 2 | -6 | -5 | 3.9 | -14 | · | -12
CC(C)C[C@@H](CN1CCC[C@H]1CN1C(=O)C(=O)NC[C@@H]1Cc1ccc(O)cc1)N1C[C@H](Cc2ccc(O)cc2)N(CCc2ccccc2)C(=O)C1=O | · | 4 | 8 | -2 | -1 | 1.5 | 1 | i | -1
Cc1csc(=O)n1CCC(=O)OCC(=O)N(C)c1c(N)n(Cc2ccccc2)c(=O)[nH]c1=O | -3 | -13 | 5 | -1 | 4 | 2.4 | -9 | i | -4
Cc1nc2nc(SCc3ccccc3)[nH]n2c(=O)c1C | 0 | -4 | -3 | 0 | 4 | -1.2 | 16 | i | -5
COc1ccccc1C(=O)NC(=O)COC(=O)CN1C(=O)NC(C)(C)C1=O | 3 | 0 | 16 | 1 | -2 | 0.1 | 4 | i | -8
Cc1nc2ccccc2c(=O)n1/N=C/c1ccc(N(C)C)cc1 | -1 | -8 | 5 | 2 | -4 | 3.6 | 13 | i | -6
O=[N+]([O-])c1cc(-c2cnc3ccccc3n2)ccc1Oc1ccc(Br)cc1 | -3 | -10 | -8 | 2 | -7 | 0.8 | -25 | i | 22
Cc1cc(OC(=O)c2ccccc2C)c([N+](=O)[O-])c(=O)[nH]1 | 2 | 5 | 34* | 2 | -2 | 2.4 | 8 | i | -5
COc1cccc(C2=NOC(C(=O)N3CCN(C(=O)c4ccco4)CC3)C2)c1 (centres undefined) | 3 | 8 | -6 | -1 | 1 | 1.0 | 13 | i | -4
O=C(CN1C(=O)c2ccccc2C1=O)NC1(C(=O)O)CCCC1 | 0 | -16 | 7 | -2 | 0 | 0.9 | -4 | i | -7
CC(=O)c1ccc(C(=O)N2CCCC(Nc3ccc(C(C)C)cc3)C2)s1 (centres undefined) | -5 | -3 | 6 | -1 | -2 | 0.1 | 20 | i | 1
CC1=C(C)CC(C(=O)Nc2ccc(C(N)=O)cc2)C(C(=O)O)C1 (centres undefined) | 3 | 4 | 9 | -1 | 1 | -1.9 | 6 | i | -2
CCC(NC(=O)c1ccccc1NC(=O)c1ccco1)C(=O)NC1CCCCC1 (centres undefined) | 2 | -19 | -2 | 1 | 2 | -0.1 | -11 | i | 2
O=Cc1ccc(OCCN2CCCC2=O)cc1 | 2 | -11 | -7 | 1 | -1 | 0.8 | 9 | i | -2
COc1ccc(CN(C)C(=O)CCC(=O)N2CCN(S(=O)(=O)c3ccc(Cl)cc3)CC2)c(OC)c1 | -1 | -4 | 5 | -5 | -2 | 0.7 | 9 | i | 5
COC(=O)C(CCSC)NC(=O)c1cc2c(n(-c3ccccc3)c1=O)CCCC2=O (centres undefined) | 1 | 2 | -10 | 0 | -6 | 0.5 | 2 | i | 6
CC(C)Cn1c(-c2ccccc2)nc2ccccc2c1=O | -2 | -3 | 4 | 0 | -2 | 0.1 | -3 | i | -4
C=CCOC(=O)C1=C[C@@H](c2cn(C(C)=O)c3ccccc23)C[C@@H](OCCCCO)O1 | 0 | -6 | -15 | -2 | -2 | -1.0 | 3 | i | 0

With a hit mark in CendR NRP1 mod, of those listed so far:
molecule,Rin1-Abl PPI inh,E coli Lon inh,CendR NRP1 mod,MT1-MMP act inh,bovine MsrA act,MsrA inh,SKN-1 inh,Neddyl block
Cc1cc(OC(=O)c2ccccc2C)c([N+](=O)[O-])c(=O)[nH]1,2,5,34*,2,-2,2.4,8,i

Carrying on.
SMILES | Rin1-Abl PPI inh | E coli Lon inh | CendR NRP1 mod | MT1-MMP act inh | bovine MsrA act | MsrA inh | SKN-1 inh | Neddyl block | FAS TE block
Cc1nc2ccc(Cl)cc2c(-c2ccccc2)c1C(=O)N(C)C | -1 | 1 | -1 | 5 | -1 | 0.2 | 2 | i | -2
CCOC(=O)C1=C(C)NC(C)=C(C(=O)OCC)C1C(=O)OCC(=O)N1CC(C)OC(C)C1 (centres undefined) | 4 | -19 | 2 | -2 | -2 | 3.0 | -4 | i | 1
O=C(Nc1cccc(NC(=O)c2cccnc2)c1)c1cccnc1 | 8.6* | -11 | -4 | 13 | -3 | · | 5 | i | -4
COc1ccccc1CNc1nc(NCc2ccccc2SC)c2sccc2n1 | 0 | 0 | 9 | 9 | -1 | -0.6 | 19 | i | 13
O=C1CSC(c2ccccc2[N+](=O)[O-])N1c1ccc(O)cc1 (centres undefined) | 1 | -2 | 1 | 1 | -5 | -0.1 | 0 | i | -1
CC1CCN(C(=O)c2cc3c(=O)n4ccccc4nc3s2)CC1 | 0 | 5 | 8 | 0 | -2 | 1.4 | -12 | · | 2
C/C(N)=C(/C#N)C(=O)CSc1nc2ccccc2c(=O)n1-c1ccc(C)c(Cl)c1 | -2 | -12 | -1 | -9 | 1 | 1.0 | -5 | i | -5
Cc1cccc(NNC(=O)C2CCC2)c1 | 2 | 5 | 6 | 4 | -2 | -1.2 | -13 | i | -5
Cc1ccc(NC(=O)N2CCCC2)cc1Cl | 5 | 4 | 7 | 0 | -13 | 0.8 | -9 | i | -10
O=[N+]([O-])c1cc(Cl)c(Cl)c(Cl)c1Cl | 6 | 3 | -18 | 1 | -10 | 0.6 | -16 | i | 20
Cc1cccc(N2CCN(S(=O)(=O)c3ccc(S(=O)(=O)N4CCCC4)cc3)CC2)c1C | 2 | 6 | 7 | 7 | 4 | 0.3 | -13 | i | -1
CSc1ccc(/C=N/Nc2ccc(Cl)c(C(=O)O)c2)cc1 | -5 | 7 | 0 | 2 | -2 | 1.0 | 1 | i | 7
COc1ccc(Cn2nnnc2C(c2ccc3ncccc3c2)N2CCN(C3CCCCC3)CC2)cc1 (centres undefined) | 2 | 0 | -8 | 1 | 0 | 0.9 | -2 | i | -6
c1ccc2c3n(nc2c1)CCCCO3 | 3 | 9 | 15 | · | -14 | -0.2 | -7 | i | -4
COc1ccccc1C(=O)Nc1ccccc1N1CCN(C(=O)c2ccc(Cl)cc2)CC1 | 1 | -5 | 9 | -9 | -8 | 0.2 | -3 | i | 26
CCN(C(=O)c1ccc(Br)o1)C1CCS(=O)(=O)C1 (centres undefined) | 1 | 3 | -6 | 0 | -5 | -0.8 | 12 | i | -4
CC1CCCN(S(=O)(=O)c2ccc(C(=O)Nc3nnc(C4=COCCO4)o3)cc2)C1 (centres undefined) | -5 | 4 | 0 | -4 | -1 | 0.9 | 2 | i | -4
CCn1c(COc2cccc3cccnc23)nnc1SCC(=O)O | -4 | -11 | 7 | 1 | 2 | -0.2 | -18 | i | -2
O=C(CCN1C(=O)/C(=C/c2cccs2)SC1=S)NC1=NCCS1 | -4 | 1 | -12 | 2 | -4 | 0.2 | 12 | i | -11
O=C(C1CC1)N1CCc2cc(S(=O)(=O)NCCCN3CCCCC3)ccc21 | -1 | -5 | 4 | 4 | -1 | -0.1 | -1 | i | -5
